NSD2 HMT inh: NSD2 (human) methyltransferase inhibition; 310,000 compounds, 0.54% hits; O96028; inhibition, % at 12.5 µM; NSD2 peptide methylation, AlphaScreen, 120 min; in the data active = inhibition above about 50%
Target sequence (O96028 whole entry, looked up): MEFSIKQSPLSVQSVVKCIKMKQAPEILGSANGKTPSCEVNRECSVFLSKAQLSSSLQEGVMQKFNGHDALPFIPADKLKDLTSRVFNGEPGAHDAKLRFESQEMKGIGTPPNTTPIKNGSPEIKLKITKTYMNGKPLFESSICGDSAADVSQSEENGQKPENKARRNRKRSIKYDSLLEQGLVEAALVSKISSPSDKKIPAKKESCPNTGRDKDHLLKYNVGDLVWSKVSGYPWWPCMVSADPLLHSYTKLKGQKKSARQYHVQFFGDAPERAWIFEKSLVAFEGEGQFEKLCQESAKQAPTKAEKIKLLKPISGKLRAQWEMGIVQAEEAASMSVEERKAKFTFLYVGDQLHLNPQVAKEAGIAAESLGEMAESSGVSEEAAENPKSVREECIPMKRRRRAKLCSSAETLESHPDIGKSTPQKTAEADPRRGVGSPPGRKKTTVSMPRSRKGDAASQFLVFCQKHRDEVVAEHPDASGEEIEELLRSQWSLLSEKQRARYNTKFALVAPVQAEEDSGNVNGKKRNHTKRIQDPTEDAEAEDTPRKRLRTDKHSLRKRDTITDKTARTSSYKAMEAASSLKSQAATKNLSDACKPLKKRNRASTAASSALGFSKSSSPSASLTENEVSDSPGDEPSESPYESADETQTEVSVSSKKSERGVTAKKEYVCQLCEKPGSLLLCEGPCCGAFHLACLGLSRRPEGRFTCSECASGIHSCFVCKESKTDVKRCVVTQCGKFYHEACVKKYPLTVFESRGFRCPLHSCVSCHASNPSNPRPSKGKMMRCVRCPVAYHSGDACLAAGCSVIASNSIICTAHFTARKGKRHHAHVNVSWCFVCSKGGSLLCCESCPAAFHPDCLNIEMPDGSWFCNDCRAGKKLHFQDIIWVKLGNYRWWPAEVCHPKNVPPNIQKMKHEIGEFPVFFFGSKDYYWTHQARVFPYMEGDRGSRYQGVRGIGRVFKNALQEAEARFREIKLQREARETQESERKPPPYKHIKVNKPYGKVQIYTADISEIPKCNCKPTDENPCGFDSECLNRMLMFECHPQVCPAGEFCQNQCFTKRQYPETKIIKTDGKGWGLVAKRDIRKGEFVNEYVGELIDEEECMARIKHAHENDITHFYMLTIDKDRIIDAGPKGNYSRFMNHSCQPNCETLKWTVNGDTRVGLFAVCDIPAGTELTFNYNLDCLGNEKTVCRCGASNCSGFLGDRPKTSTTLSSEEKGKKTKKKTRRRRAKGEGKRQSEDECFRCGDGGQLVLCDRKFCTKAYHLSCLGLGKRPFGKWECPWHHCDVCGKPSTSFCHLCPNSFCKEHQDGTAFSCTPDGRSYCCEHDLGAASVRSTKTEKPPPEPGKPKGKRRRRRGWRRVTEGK
Active calls of the source: *. Only part of the results is shown. The share of hits here may be higher or lower than overall.

SMILES	NSD2 HMT inh
CCCS(=O)(=O)NC(=O)C1(C)CCN(C(=O)c2cc(OC)c(OC)c(OC)c2)C1 (centres undefined)	-3
COc1ccc(CN2CCC(CNC(=O)Nc3ccc(C)c(F)c3)CC2)cc1	-5
Cc1ccc(S(=O)(=O)N2CCC(=O)N([C@H](COCc3ccccc3)C(C)C)CC2)cc1	-1
CC(C)NC(=O)c1cc(-c2ccc(F)cc2OC(C)C)n[nH]1	1
COc1ccc(NC(=O)c2cc(C3CCCCN3C(=O)c3cc(F)ccc3C)on2)c(C)c1 (centres undefined)	0
CC(=O)N1CCc2cc(Br)c(S(=O)(=O)NCc3ccc(Cl)cc3)cc21	0
COc1cccc(Cn2cccc(NC(=O)Nc3cccc(C#N)c3)c2=O)c1	0
Cc1ccccc1NC(=O)Nc1nc(C(N)Cc2ccccc2)cs1 (centres undefined)	5
OC[C@@H]1CN(Cc2ccc(-c3ccccc3)cc2)C[C@H](n2cnc3c(NC4CC4)ncnc32)O1	-2
O=C(NCCc1c[nH]c2ccccc12)c1ccc(Sc2ccccc2Cl)c([N+](=O)[O-])c1	0
COC(=O)c1c(NC(=O)CN2CCC(C)CC2)c2c(C)cccc2n1C	8
CC(=O)Nc1cncc(-c2cccc(N(C)C)c2)n1	4
c1ccc(-c2ccc(C3=Nn4c(nnc4-c4ccccn4)SC3)cc2)cc1	5
Cc1nc2c(OCc3ccc(C#N)cc3)cccn2c1N(C)Cc1cccs1	0
COc1ccc(OC)c(S(=O)(=O)N2CCC(c3cn4ccccc4n3)CC2)c1	1

6 compounds already listed, arranged by the number in NSD2 HMT inh, largest number first.
SMILES	NSD2 HMT inh
COC(=O)c1c(NC(=O)CN2CCC(C)CC2)c2c(C)cccc2n1C	8
c1ccc(-c2ccc(C3=Nn4c(nnc4-c4ccccn4)SC3)cc2)cc1	5
CC(=O)Nc1cncc(-c2cccc(N(C)C)c2)n1	4
CC(C)NC(=O)c1cc(-c2ccc(F)cc2OC(C)C)n[nH]1	1
O=C(NCCc1c[nH]c2ccccc12)c1ccc(Sc2ccccc2Cl)c([N+](=O)[O-])c1	0
OC[C@@H]1CN(Cc2ccc(-c3ccccc3)cc2)C[C@H](n2cnc3c(NC4CC4)ncnc32)O1	-2

Remaining list, next part
SMILES	NSD2 HMT inh
Cc1c(C2Nc3ccccc3C2C)[nH]c2ccccc12 (centres undefined)	13
Cc1ccc(-c2cc(-c3nnc(SCC(=O)N4c5ccccc5Sc5ccc(Cl)cc54)n3N)[nH]n2)cc1	0
CC1(Oc2cccc(F)c2)CCN(Cc2ccccc2OC(F)F)C1 (centres undefined)	0
COC(=O)[C@@]12C[C@@H](CC(=O)NCC34CC5CC(CC(C5)C3)C4)C(=O)N(Cc3ccc4c(c3)OCO4)C1=CCC(C)(C)C2	-1
CCCNC(=O)C1(C)CCCN(CCC(=O)c2ccccc2)C1 (centres undefined)	-4
CC1(C(=O)NS(=O)(=O)Cc2cccc(Cl)c2)CCN1C(=O)c1ccc(C2CCCCC2)cc1 (centres undefined)	-1
CC(=O)Nc1cc(-c2ccc(N)nc2)cn2c(-c3cccc(C(F)(F)F)c3)cnc12	3
CCCS(=O)(=O)NC(=O)C1(C)CCCN(C(=O)c2cc(C(C)(C)C)nn2C)C1 (centres undefined)	-1
CC(C)CC(=O)N1CCc2cc(S(=O)(=O)N(C)Cc3ccco3)ccc21	0
OC(c1ccc(Cl)c(Cl)c1)c1ncc(-c2ccccc2F)[nH]1 (centres undefined)	1
CC1(C(=O)NS(=O)(=O)Cc2cccc(Cl)c2)CCN1C(=O)c1cccc(F)c1 (centres undefined)	-1
CCc1nc2ccc(C(=O)NCCNC(C)=O)cn2c1N(CC)CCOC	-2
O=C(C1CCCN1S(=O)(=O)c1ccc([N+](=O)[O-])cc1)N1CCc2ccccc2C1 (centres undefined)	2
CCOC(=O)Cc1nc(N2CCN(C=O)CC2)c2c(C)c(C(=O)OCC)sc2n1	3
O=C(Nc1ccc2c(c1)OCO2)c1cc(C2CCCCN2S(=O)(=O)c2ccccc2)on1 (centres undefined)	0

Part of the list above in order of formula weight, falling.
SMILES	NSD2 HMT inh
O=C(Nc1ccc2c(c1)OCO2)c1cc(C2CCCCN2S(=O)(=O)c2ccccc2)on1 (centres undefined)	0
O=C(NCCc1c[nH]c2ccccc12)c1ccc(Sc2ccccc2Cl)c([N+](=O)[O-])c1	0
CCCS(=O)(=O)NC(=O)C1(C)CCCN(C(=O)c2cc(C(C)(C)C)nn2C)C1 (centres undefined)	-1

(further entries)
SMILES	NSD2 HMT inh
COc1ccc(C(=O)N2CCCC2(C)C(=O)NCC(C)C)cc1C(F)(F)F (centres undefined)	-2
CC1=C(C(=O)N2CCCCCC2)CC(CC(=O)NCCc2ccccn2)C(=O)N1Cc1ccc(F)cc1 (centres undefined)	-1
CSc1ccc(CNC(=O)C2(C)CCCN(C(C)=O)C2)cc1 (centres undefined)	1
OC(c1ccc(Cl)c(F)c1)c1ncc(-c2ccccc2Cl)[nH]1 (centres undefined)	3
COc1cc(/C=C/[N+](=O)[O-])ccc1OCc1cccc(C(=O)O)c1	82*
Clc1cccc(-c2cccc3nccn23)c1Cl	-4
FC(F)C(F)(F)Oc1cccc(Nc2nccn3c(-c4cccc5ccccc45)cnc23)c1	1
COc1cc(CNc2ncnc3c2ncn3[C@H]2CN(Cc3ccc(C(=O)O)cc3)C[C@@H](CO)O2)cc(OC)c1OC	-1
Fc1ccc(-c2n[nH]c(=S)n2N=Cc2cccc(OCc3ccccc3)c2)cc1	-3
CCOC(=O)C1(C)CCCCCN1C(=O)c1ccc(OC)c(C(F)(F)F)c1 (centres undefined)	0
COc1ccc(CC(N)c2csc(Nc3ncccn3)n2)cc1 (centres undefined)	1
O=C(NCC(c1ccccc1)c1ccccc1)[C@H](Cc1ccccc1)NC1(C(=O)NC2CCCCC2)CCCCCC1	3
COc1cc(Nc2ncc3c(n2)CCN(C(=O)Nc2ccc(C(C)C)cc2)C3)cc(OC)c1OC	-2
CC1(C(=O)NS(=O)(=O)c2ccc3c(c2)CCO3)CCN1C(=O)C1(c2ccc(Cl)cc2)CCC1 (centres undefined)	-7
CCc1nc2c(OCc3ccc(Cl)cc3Cl)cccn2c1N(C)C(=O)CC(C)C	1
CC1(C(=O)NS(=O)(=O)c2ccc(Br)cc2)CCN1C(=O)c1cccc(F)c1 (centres undefined)	1
COC(=O)[C@@]12C[C@@H](CC(=O)N3CCCC3)C(=O)N(CCc3ccc(OC)c(OC)c3)C1=CCC(C)(C)C2	-4
CCCN(CC1CC1)c1nc(C)nc2c1nnn2Cc1ccccc1	-4
CC1(C)C=C2C(N(CC3CC3)C(=N)N2C(=O)OCc2ccccc2)n2c(=O)n(-c3ccccc3)c(=O)n21 (centres undefined)	2
COc1ccc(C(=O)N2CCCC(c3cc(C(=O)NCc4cccnc4)no3)C2)cc1 (centres undefined)	0
O=C(CSc1nc2ncccc2[nH]1)N1CCOCC1	-4
CCOc1ccc(C2/C(=C(/O)c3ccccc3)C(=O)C(=O)N2CCCN(C)C)cc1OC (centres undefined)	5
COc1ccc(OC)c(S(=O)(=O)NCC2CCN(C(=O)C(=O)c3cccs3)CC2)c1	1
O=C(Nc1cccc2ccccc12)c1ccc2sc([C@@H]3O[C@H](CO)[C@@H](O)[C@H]3O)nc2c1	-2
COC(=O)c1cc(=O)nc(NN=Cc2ccccc2)s1	1
COc1ccc(-c2cc(NC=O)c3ncc(-c4cccc(C(C)=O)c4)n3c2)cc1	1
CC1(C(=O)Nc2ccccc2)Cc2c(-c3cccc(C(N)=O)c3)ccnc2O1 (centres undefined)	33
COC(=O)N1CCCCC1c1cc(C(=O)NCc2ccc(Cl)c(Cl)c2)no1 (centres undefined)	-3
CC(C)c1ccc(NC(=O)Nc2nnc([C@@H]3C[C@H](O)[C@@H](CO)O3)s2)cc1	2
CN(C)CCCNc1nc2cc(-c3ccc4c(ccn4C)c3)sc2c(=O)n1C	12
COc1ccc(N2CCN(CCNS(=O)(=O)c3ccc(C(C)(C)C)cc3)CC2)cc1	10
CC(=O)Nc1cc(-c2ccccc2F)cn2c(-c3ccccc3)cnc12	20
CCn1c(COc2ccc(C)cc2)nnc1SCC(=O)Nc1ccc(C(=O)OC)cc1	-2
C=CCNc1nc(NCc2cccc(OC)c2)c2sc(-c3ccccc3)cc2n1	0
CC1(C(=O)NCc2ccccc2)CN(S(C)(=O)=O)CC(=O)N1C1CC1 (centres undefined)	8
CN1CCCCC(NC(=O)c2cccc(F)c2)C1=O (centres undefined)	5
COc1ccc(NC(=O)C2Cc3c(-c4ccc(NC(C)=O)cc4)ccnc3O2)cc1OC (centres undefined)	-3
O=C(CSc1nnc(-c2cccnc2)n1C1CCCCC1)NC1CCCCCC1	-2
CCN(CC)CCNC(=O)c1c(C)[nH]c(/C=C2\C(=O)Nc3ccc(F)cc32)c1C	50*
CC1(C(=O)NS(=O)(=O)Cc2ccccc2)CCN1C(=O)Cc1ccccc1 (centres undefined)	1
COc1ccc(-c2cnc3c(NC=O)cc(-c4ccc(S(C)(=O)=O)cc4)cn23)cc1OC	0
CCOC(=O)CNC(=O)CSc1nnc(-c2ccccc2)n1CC	-1
COc1ccc(CC(N)c2csc(NC(=O)c3cccs3)n2)cc1 (centres undefined)	-2
CC1(C(=O)NS(=O)(=O)c2cccc(F)c2)CCN1C(=O)Cc1ccccc1 (centres undefined)	0
C=CCC(NC(=O)N(C)C)(C(=O)OC)C(C)O (centres undefined)	0
CC1(C(=O)NC2CCc3ccccc32)CCN1CCc1ccccc1 (centres undefined)	0
O=C(NCCCN1CCOCC1)c1ccc(Br)cc1Br	0
COC(=O)Cc1ccc(OC2(C)CCN(Cc3ccc(-c4ccccn4)cc3)C2)cc1 (centres undefined)	7
CC1(C(=O)NCc2ccccc2Br)CCN1C(=O)C1(c2ccc(Cl)cc2)CC1 (centres undefined)	-1
Cc1cc(F)ccc1C(O)c1ncc(-c2ccc(Cl)cc2)[nH]1 (centres undefined)	5
FC(F)(F)c1cccc(-c2cc3nc(NCCCn4ccnc4)ccn3n2)c1	4
CCCCC(=O)N(C)c1c(C)nc2ccc(C(=O)N3CCN(C(C)=O)CC3)cn12	-2
O=C(NCc1ccccc1F)Nc1nnc([C@@H]2C[C@H](O)[C@@H](CO)O2)s1	-1
CCCNC(=O)C1(C)CCN(C(=O)c2cc(C)nn2C(C)(C)C)C1 (centres undefined)	9
CCCN(CC1CC1)C(=O)c1ccc(CNC(=O)c2cccc(Br)c2)cc1	-8
CCNC(=O)C1CCCN(C(=O)c2cc(OC)c(OC)c(OC)c2)CC1 (centres undefined)	19
COC(=O)[C@@]12C[C@@H](CC(=O)NCc3ccc(OC)c(OC)c3)C(=O)N(Cc3cccc4ccccc34)C1=CCC(C)(C)C2	0
COc1ccc2c(c1)Sc1ccc(Cl)cc1N2	2
O=C(c1cc(-c2ccc(Cl)cc2)nc2ccccc12)N1CCN(c2ncccn2)CC1	8
CCOC(=O)Cc1ccc(Nc2nc(NCc3ccccc3)nc3ccsc23)cc1	-1
New compounds follow.
SMILES	NSD2 HMT inh
CC(=O)Nc1cc(-c2ccccc2N(C)C)cn2c(-c3ccccc3)cnc12	4
CC(=O)Nc1cc(-c2ccccc2)cn2c(-c3ccc(F)c(Cl)c3)cnc12	0
CCN(CC)C(=O)CSc1nnc(-c2ccccn2)n1C	-2
COc1ccc(-c2noc(C3CCCN(C(=O)Nc4cc(C)cc(C)c4)C3)n2)cc1 (centres undefined)	-2
CCOC(=O)c1cccc(NC(=O)CN(C)S(=O)(=O)c2ccc(Cl)s2)c1	-7
CC1(C(=O)Nc2cccc3cccnc23)CCN1Cc1csc2ccccc12 (centres undefined)	-2
CC1(C(=O)O)CCCN1C(=O)c1cccc(C(F)(F)F)c1 (centres undefined)	2
CN(C(=O)c1c(Br)cnn1C)C12CC3CC(CC(C3)C1)C2	-2
Cc1ccccc1CNC(=O)c1csc([C@@H]2O[C@H](CO)[C@@H](O)[C@H]2O)n1	0
COCCNC(=O)C1CCCN(C(=O)c2nc3ccccc3s2)CC1 (centres undefined)	-2
CC1(C(=O)O)CCCN(C(=O)c2ccc3c(c2)C(C)(C)CCC3(C)C)C1 (centres undefined)	6
CC1(C(=O)NS(=O)(=O)C2CC2)CCCN(C(=O)c2cccnc2Oc2ccccc2)C1 (centres undefined)	-1
CC(=O)Nc1cc(-c2ccncc2)cn2c(-c3ccccc3)cnc12	2
COc1cc(Cn2c3ccc(NC(=O)CCc4cccnc4)cc3c(=O)n2C)ccc1F	-1
CCOC(=O)C1=CC[C@@H](c2cccc(Br)c2)N(S(=O)(=O)c2ccc(F)cc2)[C@H]1c1cccc(Cl)c1	-2
Cc1ccc(-c2cc(-c3nnc(SCC(=O)NC4CCCCC4)n3N)[nH]n2)cc1	-12
O=C1CSc2ccc(C(=O)N3CCCC(C(=O)N4CCOCC4)C3)cc2N1 (centres undefined)	-12
CC1=C(C#N)c2nc(N)c(C#N)c(C)c2/C1=C\c1ccccc1	-1
Cc1cc(-c2n[nH]c(=S)n2N=Cc2c3ccccc3cc3ccccc23)n[nH]1	3
CN1C2=N[C@@H](c3ccccc3)CC(=O)N2/C(=C\c2ccccc2)[C@H]1c1ccccc1	0
CN(C)c1ccc(CNC(=O)C2(C)Cc3c(-c4ccc5c(c4)OCO5)ccnc3O2)cc1 (centres undefined)	9
O=C(Nc1ccc(Cl)cc1)C1CCCN1S(=O)(=O)c1cccnc1 (centres undefined)	1
NNC(=O)CNC(=O)Nc1n[nH]c(=S)s1	-1
CC1(Oc2cccc(F)c2)CCN(Cc2ccc(-c3ccccc3)o2)C1 (centres undefined)	5
CCCS(=O)(=O)NC(=O)C1(C)CCN(C(=O)c2cccs2)C1 (centres undefined)	-2
CC1(C(=O)NCc2ccccc2Br)CCN1Cc1ccc(-c2ccccn2)cc1 (centres undefined)	9
O=C(C[n+]1cccc(C(=O)Nc2ccccc2)c1)c1ccccc1	0
O=C1OC(c2ccc(F)cc2)CC1CN1CCOCC1 (centres undefined)	7

From PubChem
